# High-throughput results from PubChem BioAssay.
# S1P4 antagonist: S1P4 receptor antagonists, primary screen, cell-based | Sphingosine 1-phosphate receptor 4 (Homo sapiens), O95977 | 0.26% of 220,000 active | inhibition, % at 4.98 µM | S1P4-expressing cells, antagonist mode, reporter read-out; in the data active = inhibition above about 29%;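 note: 0% = wells stimulated with agonist and 100% = vehicle wells without agonist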
# BaF3 parental: parental Ba/F3 cell viability inhibition, counter-screen for JAK2V617F inhibitor project, murine pro-B, CellTiter-Glo luminescence; CellTiter-Glo ATP luminescence; 1.1% of 220,000 active; inhibition, % at 5.6 µM;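 active = inhibition above a per-campaign cutoff, the mean inhibition of all tested compounds plus 3 SD, cut at about 27% in these data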;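 note: 0% = DMSO wells and 100% = JAK Inhibitor I control wells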
# S1P4 ag: S1P4 receptor agonists, primary screen, cell-based. Sphingosine 1-phosphate receptor 4 (Homo sapiens), O95977. S1P4-expressing cell line, agonist reporter assay. activation, % at 4.98 µM. 0.35% of 220,000 active; in the data active = activation above about 11%;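 note: 0% = DMSO vehicle and 100% = reference agonist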
# NPY Y1 blocker: NPY-Y1 receptor antagonists, primary screen, cell-based; inhibition, % at 3.6 µM; 1% of 200,000 active; HEK293-CNG Y1 cells, membrane potential fluorescence; NPY at EC95, then isoproterenol; AID 1040, 2008;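 active = inhibition above the campaign mean inhibition of all tested compounds plus 3 SD, cut at about 20% in these data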;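 note: 0% = DMSO wells given NPY plus isoproterenol and 100% = isoproterenol alone without NPY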
# Target sequence (P25929 whole entry, looked up): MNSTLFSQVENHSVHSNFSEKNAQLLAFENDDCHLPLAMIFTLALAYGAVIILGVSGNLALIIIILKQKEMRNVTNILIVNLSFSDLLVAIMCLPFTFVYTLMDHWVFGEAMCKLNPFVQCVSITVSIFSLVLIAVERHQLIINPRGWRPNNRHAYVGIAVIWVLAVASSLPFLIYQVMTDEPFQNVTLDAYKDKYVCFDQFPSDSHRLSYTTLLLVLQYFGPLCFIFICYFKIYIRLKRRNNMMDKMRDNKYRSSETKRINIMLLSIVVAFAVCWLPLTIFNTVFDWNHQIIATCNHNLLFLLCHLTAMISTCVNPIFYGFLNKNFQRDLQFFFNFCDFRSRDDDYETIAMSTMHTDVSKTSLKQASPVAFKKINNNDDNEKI
#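 Material: HEK293 cells co-expressing NPY Y1 receptor and cyclic-nucleotide gated channel. Timing: compound incubation 1 h at room temperature, readout 45 min post-stimulation. Signal: fluorescence, membrane potential probe.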
# NPY1 pot ag: NPY-Y1 receptor potentiators or agonists, primary screen, cell-based. activation, % at 3.6 µM. NPY-Y1 expressing cells, potentiator/agonist activation. Neuropeptide Y receptor type 1 (Homo sapiens), P25929. 0.37% of 220,000 active; in the data active = activation above about 33%, passing the limit was not always enough;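 note: cells stimulated with NPY at EC10 then isoproterenol at EC100; 0% = low agonist plus stimulus and 100% = saturating agonist plus stimulus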
# RBBP9 inhibitor: human RBBP9 inhibitors, primary screen, biochemical, fluorescence polarization, FP-Rh probe, HTS | Serine hydrolase RBBP9 (Homo sapiens), O75884 | 0.2% of 220,000 active | inhibition, % at 7.94 µM | recombinant RBBP9;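 active = inhibition above the campaign mean of all tested compounds plus 3 SD, cut at about 14% in these data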;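 note: plate controls were DMSO wells with RBBP9 for no effect and wells lacking RBBP9 protein for full effect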
# Target sequence (O75884 whole entry, looked up): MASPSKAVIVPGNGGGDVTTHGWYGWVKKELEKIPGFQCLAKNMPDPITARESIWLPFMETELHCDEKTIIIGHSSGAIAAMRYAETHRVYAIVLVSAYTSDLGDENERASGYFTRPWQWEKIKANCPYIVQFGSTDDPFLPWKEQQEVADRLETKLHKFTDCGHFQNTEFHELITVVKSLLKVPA
#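 Test system: recombinant human RBBP9; Timing: 30 min then 45 min, 25 °C; Detection: fluorescence polarization; Control set: RBBP9 with DMSO as uninhibited control, no-protein wells as full inhibition; Compound dosing: one concentration, 7.94 µM nominal, 0.794% DMSO; Probe or stimulus: FP-Rh activity-based probe, 375 nM before mixing.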
# Ba/F3 V617F tox: reduced viability of JAK2V617F-dependent Ba/F3 cells, primary screen, JAK2V617F inhibitor project, cell-based, Ba/F3 EpoR-JAK2V617F, luminescence; ATP luminescence; inhibition, % at 5.6 µM; 1.1% of 220,000 active;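 active = inhibition above the campaign mean plus 3 SD over all tested compounds, cut at about 24% in these data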;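 note: cytokine-independent growth of Ba/F3 cells driven by EpoR plus mutant JAK2; 0% = DMSO-treated cells and 100% = JAK inhibitor I control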
# Runt-CBFb FRET: inhibitors of RUNX1 Runt–CBFb binding, primary screen, biochemical, FRET, Cerulean-Runt, Venus-CBFb, uHTS. AID 1496, 2009. Cerulean-Runt/Venus-CBFb FRET ratio 530/480, 1 h. 0.46% of 220,000 active. inhibition, % at 20 µM;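 active = inhibition over about 50% at 20 µM in the single-dose screen, limit read from the data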;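 note: 0% = DMSO wells and 100% = excess unlabeled CBFb competitor control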
#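 Measured by: fluorescence energy transfer, 422 nm excitation, 530/480 nm emission; test system: Cerulean-tagged RUNX1 Runt domain (FRET donor) fusion protein; buffer or medium: Tris pH 7.5 buffer with BSA; compound: one dose, 20 µM compound, 1% DMSO; times: two 1 h room-temperature incubations shielded from light; benchmarks: unlabeled CBFb 5 µM, positive control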
# NPY-Y2 PAM-ag: NPY-Y2 potentiators or agonists, primary screen, cell-based. cells expressing NPY-Y2, potentiator/agonist read-out. Neuropeptide Y receptor type 2 (Homo sapiens), P49146. 0.45% of 220,000 active. activation, % at 3.6 µM; in the data active = activation above about 27%;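 note: cells stimulated with NPY near EC25 plus isoproterenol at EC100; 0% = vehicle plus submaximal agonist and 100% = vehicle plus saturating agonist; some results beyond the cut were filed as inactive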
# Target sequence (P49146 whole entry, looked up): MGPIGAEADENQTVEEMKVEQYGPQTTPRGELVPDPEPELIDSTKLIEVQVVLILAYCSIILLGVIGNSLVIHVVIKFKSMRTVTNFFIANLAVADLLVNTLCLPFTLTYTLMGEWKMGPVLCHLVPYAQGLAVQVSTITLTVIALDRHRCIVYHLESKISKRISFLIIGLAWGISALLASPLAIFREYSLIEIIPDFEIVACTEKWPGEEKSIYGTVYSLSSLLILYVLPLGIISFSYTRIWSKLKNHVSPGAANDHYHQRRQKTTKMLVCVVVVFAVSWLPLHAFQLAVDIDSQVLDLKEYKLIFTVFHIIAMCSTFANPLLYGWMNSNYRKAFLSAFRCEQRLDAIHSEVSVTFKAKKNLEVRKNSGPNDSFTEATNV
# Active calls of the source: *; . = no result given.
SMILES,S1P4 antagonist,BaF3 parental,S1P4 ag,NPY Y1 blocker,NPY1 pot ag,RBBP9 inhibitor,Ba/F3 V617F tox,Runt-CBFb FRET,NPY-Y2 PAM-ag
CCOC(=O)CC(NC(=O)c1ccccc1F)c1ccc(C)cc1 (configuration not stated),-15,3,0.4,-2,7,-7,1,1,0
CC1(C)CC(=O)c2c(Cc3ccccc3)n[nH]c2C1,-3,2,0.6,-2,-10,-5,-2,0,15
COc1cc(/C=N/N2C(=O)CSC2=S)cc(Br)c1O,-8,4,0.2,1,-4,-54,4,5,-9
CCOC(=O)c1nc2sc3c(c2c(=O)n1C(C)C(=O)OCC)CCCC3 (configuration not stated),5,5,4.1,9,-9,-7,-4,-3,-2
NC(=O)COC(=O)CNC(=O)c1cc(Cl)cc([N+](=O)[O-])c1,0,4,0.1,0,1,-6,2,0,3
COc1ccc(NC(=O)C2CCN(C(=O)c3ccccc3)CC2)c(OC)c1,0,3,0.3,-5,3,-7,2,-2,-1
Cc1cccc(NC(=O)CCCCCN2C(=O)c3ccccc3C2=O)n1,-19,0,-1.3,-2,-20,-6,-5,1,7
COC(=O)c1cc(C(=O)c2ccc(C(C)(C)C)cc2)c[nH]1,-12,5,-1.1,-6,7,-11,3,-5,-8
CC1=NN(c2ccccc2)C(=O)/C1=C\C=C1/N(C)c2ccccc2C1(C)C,-5,11,-2.4,4,-2,7,1,-29,12
COc1ccc(S(=O)(=O)NCCOc2ccccc2)cc1C,-7,8,-0.2,8,-21,5,1,4,-29
Cc1nnc(NC(=O)c2csc3c2CCCC3)s1,-21,5,1.7,-2,1,3,-1,0,-4
CC(=O)c1ccc(NC(=O)Nc2ccc(Br)cc2C)cc1,-8,6,0.6,2,14,0,1,-2,8
Cn1nnc(NC(=O)c2ccc(C(C)(C)C)cc2)n1,-28,2,0.0,-4,-8,-7,3,-1,-1
CCOC(=O)c1nnn(-c2nonc2-n2cccc2)c1-c1cccc([N+](=O)[O-])c1,-6,3,0.8,4,-2,5,-3,-1,9
CC(C)OC(=O)C1C(=O)CC(C)(O)C(C(=O)OC(C)C)C1c1cccnc1 (configuration not stated),-7,3,1.1,7,-4,-3,3,-2,-6
CCN(CC)c1ccc(/C=N/Nc2nc(C)cc(=O)[nH]2)cc1,-6,0,0.8,3,-9,7,-3,3,4
Cc1sc2nc(SCC(=O)N3CCCC3)[nH]c(=O)c2c1C,1,1,0.4,-3,0,-6,-6,1,6
CC(Sc1nc2ccccc2s1)C(=O)Nc1nnc(C(C)C)s1 (configuration not stated),-13,1,1.7,5,-22,-7,-3,-1,-21
Cc1ccc(N2C(=O)C3C4C=CC(C4)C3C2=O)cc1 (configuration not stated),0,-3,-0.8,3,18,-8,-4,0,-2
CCCc1cc(=O)[nH]c(SCc2cccnc2)n1,-14,3,1.3,-2,18,-5,-1,2,9
CCCCCNC(=O)CCCCn1c(=O)[nH]c2cc(OCC)c(OCC)cc2c1=O,-3,3,1.5,-4,10,-12,0,-2,-4
CC(=O)c1ccc(NC(=O)c2cccs2)cc1,6,2,-1.3,2,2,3,-4,-1,24
O=C(COc1cccc2ccccc12)Nc1nc2ccccc2[nH]1,-2,3,3.2,16,-44,-8,0,-1,-9
O=C(c1ccccc1)N1CCN(Cc2c[nH]c3ccccc23)CC1,4,1,0.2,-2,5,-1,-3,-1,2
Cc1cccc(Cn2cnc3c(N)c(C)c(C)cc32)c1,1,33*,-0.9,0,-3,-2,2,1,5
COc1c2ccc(C(=O)NCCCCc3ccccc3)cc2nn1C,16,5,-3.5,2,-31,-13,4,2,-7
CCOC(=O)NC(Nc1ccc(S(N)(=O)=O)cc1)(C(=O)OCC)C(F)(F)F (configuration not stated),-6,2,6.5,-1,0,-6,4,2,-2
CCOc1ccc2nc(NC(=O)C3=NN(c4ccccc4)C(=O)CC3)sc2c1,-22,5,-0.3,4,-6,-11,-1,-8,3
Cc1onc(-c2ccccc2)c1C(=O)NCc1cccs1,-1,7,-0.7,4,-1,-6,4,3,-5
CCOCCCNC(=O)C(NC(=O)CNC(C)=O)c1ccc(Cl)cc1 (configuration not stated),-9,1,0.6,7,-9,-6,1,-2,-2
CC(C)CC(=O)c1c[nH]c(C(=O)NCc2cccs2)c1,-2,3,1.1,6,-2,-4,1,-1,5
O=C(N/N=C/c1ccncc1)c1nn(Cc2ccccc2)c(=O)c2ccccc12,3,7,0.1,4,-9,0,3,-1,-7
c1ccc(C2CCC(N3CCNCC3)CC2)cc1 (configuration not stated),-43,7,-1.8,-1,-38,-12,7,1,-7
S=C(NCc1ccco1)Nc1ccccn1,-10,4,-1.2,-1,6,3,1,14,-5
O=C(O)c1ccc(CN2C(=O)CSC2=S)cc1,2,-2,1.4,4,14,-43,-2,10,-4
Cc1sc2ncn3ncnc3c2c1C,-24,-1,3.7,1,-30,-7,-2,2,-12
O=C(CSc1nnc2ccccn12)Nc1cccc(-c2nc3ccccc3s2)c1,-3,0,-3.6,1,6,-8,-5,-2,0
COc1ccccc1-n1nnnc1SCC(=O)Nc1ccccn1,-3,9,2.4,0,6,3,0,1,-17
COc1ccc(/C=C/C(=O)OCC(=O)c2c(C)[nH]c3ccccc23)cc1OC,-12,3,0.6,-11,16,-5,-5,-4,13
O=C(c1cccc([N+](=O)[O-])c1)N1CCN(Cc2ccc3c(c2)OCO3)CC1,-28,8,4.6,6,2,-8,0,3,6
CSc1nnc(C(C)(C)C)c(=O)n1/N=C/c1c(O)ccc2ccccc12,-14,-3,2.2,.,-41,-6,0,1,-5
CC(=O)Nc1ccc(NS(=O)(=O)c2ccc3ccccc3c2)cc1,-6,6,1.3,-4,2,-5,4,3,-10
COc1ccc(-c2nn(-c3ccccc3)cc2/C=N/NC(=O)c2ccc3c(c2)OCO3)cc1,7,10,-0.5,-2,-13,-17,0,-4,3
Clc1ccc(Cc2ccc(SCc3ccccc3)nn2)c(Cl)c1,-3,4,-1.4,0,-4,-1,-1,.,5
CCOC(=O)c1ccc2c(c1)sc(=NC(=O)c1ccco1)n2CCOC,-10,5,-0.7,0,-21,-1,-5,0,4
O=C(NCc1ccco1)c1ccc(Cl)c(S(=O)(=O)N2CCOCC2)c1,4,-1,-0.7,6,-21,1,-4,1,4
COc1cc(/C=N\Nc2cc(=O)n(C)c(=O)n2C)ccc1O,6,4,5.2,-2,-10,-7,2,2,-9
COc1ccc(OC)c(NC(=O)CSc2nnc(CNc3ccc(F)cc3)o2)c1,-9,7,0.8,-1,9,-1,3,-3,-3
Cc1cc2oc(C(=O)Nc3c(C)n(C)n(-c4ccccc4)c3=O)c(C)c2cc1Cl,29*,4,-2.4,8,3,-3,-1,-4,11
Cc1ccc(-c2nc(CN3CCCCC3c3cccc(F)c3)c(C)o2)o1 (configuration not stated),2,1,-1.0,4,-6,-6,-2,-7,-13

# More results:
SMILES,S1P4 antagonist,BaF3 parental,S1P4 ag,NPY Y1 blocker,NPY1 pot ag,RBBP9 inhibitor,Ba/F3 V617F tox,Runt-CBFb FRET,NPY-Y2 PAM-ag
Cc1cc(C)c2c(CN3CCOCC3)cc(=O)oc2c1,-1,-4,2.0,.,-15,-1,1,1,-18
N#Cc1nc(COc2ccccc2Cl)oc1NCc1ccco1,-3,-1,0.2,10,1,-4,0,0,-4
O=C(CCSc1ccccc1)Nc1ccccc1Br,-6,5,-1.2,-8,-25,4,-1,0,-5
O=C(c1ccc(Cl)nc1)N1CCN(S(=O)(=O)c2ccc(Cl)cc2)CC1,13,2,0.3,-1,7,10,0,-2,-4
Cc1ccccc1OCC(=O)Nc1ccc(NC(=O)c2ccco2)cc1,-7,7,2.4,-7,29,-4,0,-2,6
Nc1c(N)c2ccccc2oc1=O,10,1,-1.5,-1,3,-6,-1,2,5
Cc1ccc(-c2cc(Cc3ccc(N(C)C)cc3)c(=O)[nH]n2)cc1,-15,2,0.4,.,-18,2,0,3,-7
Cc1cc(=O)[nH]c(SCc2nnnn2-c2ccc(Cl)cc2)n1,-14,1,0.2,-2,16,1,-5,0,-4
CCC1(C)Cc2c(sc3nnn(CC(=O)Nc4ccccc4C)c(=O)c23)CO1 (configuration not stated),-9,1,1.5,-3,-15,4,1,-1,2
Cc1ccc(NC(=S)Nc2ccc3cn[nH]c3c2)c(C)c1,-5,9,2.1,3,0,2,-1,3,6
Cc1nonc1NC(=O)CSc1nc(CCC2CCCC2)nc2ccccc12,-8,-7,1.2,.,-20,3,-1,-3,-10
CN(C)CCCNC(=O)Cc1ccc(Br)cc1,-19,4,2.5,-5,-8,13,0,-2,6
CCn1c(NC(=O)c2ccco2)c(-c2ccccc2Cl)c(=O)c2ccccc21,-19,8,-0.2,7,-10,-6,1,-4,-2
COCC(=O)n1nc(-c2ccccc2)nc1NCc1cccs1,11,13,0.6,-6,3,-7,0,0,6
CCOC(=O)c1cccc(NC(=O)CSc2nnc(-c3cccnc3)n2C)c1,4,4,0.5,6,-7,-7,2,0,5
CSC1=NC2(C)CCCCC2C12C=CC(=O)C=C2 (configuration not stated),5,-6,-1.1,.,-5,6,-1,3,-41
O=C(O)c1ccccc1C(=O)Nc1ccc(-c2csc(-c3ccccc3)n2)cc1,-18,6,-0.4,2,-1,-4,2,2,10
N/C(=N\c1nc(CSc2nnnn2-c2ccccc2)cc(=O)[nH]1)Nc1ccccc1,-15,4,-3.0,2,-1,-14,1,-2,-12
O=C(COc1cccc2ccccc12)NNC(=O)c1cccs1,-6,8,6.6,-1,4,-9,0,-1,-2
CCOC(=O)CC(=O)CSc1nc(N)c(C#N)c(-c2ccc(Cl)cc2)c1C#N,-13,13,-1.2,-3,7,-9,1,13,1
O=C(c1cccs1)N1CCN(CCCc2ccccc2)CC1,2,6,-0.5,6,7,-10,2,2,14
Nc1nnc(SC2CCCC2)s1,-1,4,0.8,0,0,-1,0,-1,7
Cc1ccc(NC(=O)COC(=O)c2ccc([N+](=O)[O-])o2)cc1S(=O)(=O)N1CCCCCC1,8,5,0.4,3,17,-2,0,-2,2

# No enrichment for hits, and some 3.6% of all compounds hit somewhere here.
